Rab9 prom act = activates the Rab9 promoter | Huh7 Rab9 promoter-luciferase reporter, luminescence, 24 h | Potency, µM (doses to about 9.22 µM), for inactives: top-dose activation, negative = inhibition, most hits filed as activators | actives 2.8% (n = 320,000) | AID 485297; further: potency means the concentration at half of the fitted maximal effect; % of control where 0% means no effect; nearly all actives have a fitted effect of over 60% in size
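Stable Rab9-luc Huh7, 1500 cells/well, 2 h settle; cmpd in DMSO, 24 h, 37 °C/5% CO2; luciferase reagent 10 min RT; luminescence.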
Menin MLL FP TR = inhibitors of human menin-MLL interaction, mutant MLL peptide | O00255 | AID 1768 | Menin + Texas Red MLL mutant peptide, fluorescence polarization | actives 0.23% (n = 270,000) | Potency, µM (top dose mostly 61.6 µM), without a hit: top-dose FP activity change, negative = inhibition, most hits filed as inhibitors; active means well fitted inhibition curve with a large enough effect in the polarisation, with a control signal flat, not every such curve was filed as active; inconclusive means small, poorly fitted or top-dose-only effect, or effect the other way, or a change in a side signal; inactive means no such curve, though single readings can be large or run the other way; the % refers to the polarisation; further: potency means the concentration at half of the fitted maximal effect; % of control where 0% means no effect; many of its hits are not listed in these tables
Target sequence (O00255 whole entry, looked up): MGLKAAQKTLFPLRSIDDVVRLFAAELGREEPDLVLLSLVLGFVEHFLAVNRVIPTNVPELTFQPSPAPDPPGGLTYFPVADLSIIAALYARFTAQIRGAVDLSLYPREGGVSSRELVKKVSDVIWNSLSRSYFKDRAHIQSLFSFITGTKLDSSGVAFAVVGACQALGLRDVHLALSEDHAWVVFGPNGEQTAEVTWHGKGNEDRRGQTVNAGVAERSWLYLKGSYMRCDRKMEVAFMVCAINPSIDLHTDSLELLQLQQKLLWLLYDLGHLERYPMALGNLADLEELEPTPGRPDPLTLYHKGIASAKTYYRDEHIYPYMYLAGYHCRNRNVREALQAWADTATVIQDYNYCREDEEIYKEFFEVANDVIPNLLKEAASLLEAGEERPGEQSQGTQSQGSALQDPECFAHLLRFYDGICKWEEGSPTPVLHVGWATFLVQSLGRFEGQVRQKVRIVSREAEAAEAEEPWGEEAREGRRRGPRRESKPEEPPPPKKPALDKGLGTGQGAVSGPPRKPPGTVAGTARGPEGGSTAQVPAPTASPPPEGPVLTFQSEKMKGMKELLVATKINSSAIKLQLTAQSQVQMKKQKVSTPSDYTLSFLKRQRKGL
PKM2 act = PKM2 (human) enzyme activation | Potency, µM (doses to about 57.5 µM), for inactives: at the top dose activation, most hits filed as activators | AID 1631 | actives 0.34% (n = 260,000) | purified PKM2, Kinase-Glo ATP luminescence, activation; response scale: 0% is enzyme alone, no compound | P14618; further: potency means the concentration at half of the fitted maximal effect; on the % scale 0 is the no-effect control and ±100 the full control effect; nearly all actives have a fitted effect of over 55% in size
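ATP formation by purified human PK-M2, quantified via coupled luciferase luminescence after 1 h at room temperature with 0.1 mM ADP and 0.5 mM PEP final.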
RORgamma inh = blocks mouse ROR gamma transcriptional activity | P51450 | Drosophila S2 Gal4-RORgamma UAS-luciferase reporter, 20 h | Potency, µM (series often up to 53.6 µM), for the others: at the top dose activity change, negative = inhibition, most hits filed as inhibitors | actives 5.4% (n = 310,000); further: potency means the concentration at half of the fitted maximal effect; on the % scale 0 is the no-effect control and ±100 the full control effect; nearly all actives have a fitted effect of over 60% in size
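Stable Schneider cell line, Gal4 DNA-binding domain fused to ROR gamma, UAS-luciferase. Cmpd 1 hr RT → CuSO4 700 uM final → 20 hr RT → luciferase reagent 10 min → luminescence.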
MBNL1-CUG inh = blocks human MBNL1 binding to CUG repeat RNA; Q9NR56; TR-FRET MBNL1-His/biotin-(CUG)12 binding, 665/545 ratio; Potency, µM (highest dose often 57.5 µM), inactives show at the top dose activity change, negative = inhibition, hits mostly inhibitors; actives 0.036% (n = 280,000); active means well fitted inhibition curve with a large enough effect in the signal ratio, with a control signal flat, not every such curve was filed as active; inconclusive means small, poorly fitted or top-dose-only effect, or effect the other way, or a change in a side signal; inactive means no such curve, though single readings can be large or run the other way; the % refers to the signal ratio; further: potency means the concentration at half of the fitted maximal effect; on the % scale 0 is the no-effect control and ±100 the full control effect
Target sequence (Q9NR56 whole entry, looked up): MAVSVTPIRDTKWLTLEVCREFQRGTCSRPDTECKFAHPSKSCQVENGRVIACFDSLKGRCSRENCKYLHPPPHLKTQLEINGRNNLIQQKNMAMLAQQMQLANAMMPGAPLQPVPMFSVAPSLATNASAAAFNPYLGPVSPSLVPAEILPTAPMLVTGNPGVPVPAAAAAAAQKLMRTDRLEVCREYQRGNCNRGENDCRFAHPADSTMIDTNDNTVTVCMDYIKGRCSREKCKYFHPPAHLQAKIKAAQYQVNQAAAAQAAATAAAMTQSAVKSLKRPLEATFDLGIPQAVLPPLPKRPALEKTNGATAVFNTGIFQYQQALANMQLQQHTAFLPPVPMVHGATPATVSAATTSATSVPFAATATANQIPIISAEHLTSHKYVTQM
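Ratiometric TR-FRET (665 over 545 nm, excitation 340 nm) tracks disruption of MBNL1-His/biotin-(CUG)12 complex after 60 min at room temperature, with compounds at 92 nM to 58 uM final.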
FLuc counter = inhibits or activates purified firefly luciferase, miR-21 counter-screen; P08659; purified FLuc, Km substrates, luminescence inhibition; Potency, µM (doses to about 57.5 µM), inactives show at the highest dose activity change, negative = inhibition, usual class: inhibitors; actives 6.9% (n = 360,000);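 further: potency means the concentration at half of the fitted maximal effect; plate controls were vehicle for no effect and reference inhibitor for full effect; nearly all actives have a fitted effect of over 55% in size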
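Biochemical qHTS of compounds, final roughly 60 µM downward over six points, against 10 nM purified firefly luciferase using Km concentrations of substrates (10 uM D-luciferin, 10 uM ATP) in Tris acetate pH 7.5 buffer; luminescence output.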
Mito fusion yeast = inhibitors of mitochondrial division or activators of mitochondrial fusion; S. cerevisiae fusion-defective mutant growth rescue, CellTiterGlo 48 h; Potency, µM (highest dose often 46.1 µM), without a hit: at the highest dose growth rescue (activation), usual class: activators; actives 0.23% (n = 320,000);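 further: potency means the concentration at half of the fitted maximal effect; % of control where 0% means no effect; nearly all actives have a fitted effect of over 45% in size; temperature-sensitive fusion mutants such as fzo1-1 at 37 °C on non-fermentable ethanol glycerol medium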
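Compounds are tested for their ability to restore growth of mitochondrial fusion-defective yeast strains at non-permissive 37C in YPEG medium over 48 hours. Viability is quantified by luciferase luminescence.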
NPC1 prom act = activators of NPC1 promoter; Huh7 NPC1 promoter luciferase reporter, 24 h; Potency, µM (top dose mostly 9.22 µM), inactives show top-dose activation, actives largely listed as activators; actives 2.4% (n = 320,000);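 further: potency means the concentration at half of the fitted maximal effect; % of control where 0% means no effect; nearly all actives have a fitted effect of over 60% in size; reporter is driven by a mutant NPC1 promoter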
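In 1536-well qHTS, Huh7 cells harboring an NPC1 promoter–luciferase construct received compound for 24 h; activation was quantified by luminescence following luciferase reagent addition.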
KCNH2 3.1 inh = blocks the human KCNH2 3.1 channel isoform | U2OS KCNH2 3.1, thallium flux FluxOr; hits give low values | actives 0.95% (n = 340,000) | AID 720553 | activity change, % (tested at about 1.8 µM);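 active means maximum activity change below -70%; inconclusive means maximum activity change from -70% to -50%; inactive means maximum activity change above -50%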;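 further: thallium influx rate constant from kinetic fluorescence after stimulation buffer; on the % scale 0 is the no-effect control and ±100 the full control effect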
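FluxOr-based Tl+ influx in U2OS cells transduced with KCNH2 3.1 virus; rate constants normalized to DMSO controls.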
VP16 counter = inhibits Gal4-VP16 luciferase reporter, ROR gamma counter-screen. Drosophila S2 Gal4-VP16 UAS-luciferase, luminescence, 20 h. Potency, µM (top dose mostly 53.6 µM), inactives show at the highest dose activity, negative = inhibition, usual class: inhibitors. actives 3.5% (n = 310,000);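 further: Gal4-VP16 expression switched on by copper sulfate through the metallothionein promoter; potency means the concentration at half of the fitted maximal effect; on the % scale 0 is the no-effect control and ±100 the full control effect; nearly all actives have a fitted effect of over 50% in size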
ELG1 DNA repair = ELG1-dependent DNA repair inhibition; HEK293T ELG1-luciferase reporter, luminescence, 16 h; DNA damage induced by 5-fluorouridine; Potency, µM (series often up to 46.1 µM), without a hit: at the highest dose activity change, negative = inhibition, usual class: inhibitors; actives 2.3% (n = 330,000); AID 504467; further: potency means the concentration at half of the fitted maximal effect; on the % scale 0 is the no-effect control and ±100 the full control effect; nearly all actives have a fitted effect of over 55% in size
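Step one: seed 2,000 cells per well. Step two: pin-transfer compound or DMSO alongside 5-fluorouridine. Step three: incubate 16 hr, 37 °C, 5% CO2. Step four: add ONE-Glo, wait 30 min, read luminescence.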
* marks the source's active call; other numbers are inactive results; ? = inconclusive; / = no result given; [ ] = dose if it differs, or a comment. Unless noted, the call rests on the fitted dose curve; in most records, active means well fitted curve in the direction sought with a large enough effect; inconclusive means small, poorly fitted or top-dose-only effect, or another doubt; inactive means no such curve, though single readings can be large; an effect the other way counts as inactive or inconclusive.

SMILES	Rab9 prom act	Menin MLL FP TR	PKM2 act	RORgamma inh	MBNL1-CUG inh	FLuc counter	Mito fusion yeast	NPC1 prom act	KCNH2 3.1 inh	VP16 counter	ELG1 DNA repair
Cc1cc(NC(=O)CN2CCN(c3ccc(O)cc3)CC2)no1	7%	13%	23%	-43%	0%	-1%	-3%	4%	2	-2%	-3%
O=C(Nc1ccc(S(=O)(=O)N2CCCCC2c2cccnc2)cc1)c1c(F)cccc1F (stereo not given)	2%	21%	5%	27%	-7%	6%	0%	-3%	-7	-13%	?
CCCN1C2CCCC1CC(NC(=O)NC13CC4CC(CC(C4)C1)C3)C2 (stereo not given)	-5%	-4%	3%	-25%	7%	-4%	0%	0%	-8	-2%	-17%
CN(C)C(CNC(=O)c1ccccc1OCc1ccc(Cl)cc1)c1ccco1 (stereo not given)	-6%	/	/	/	/	-22%	12%	0%	-12	/	-20%
Cn1c(Oc2ccc(F)cc2)c(C=O)c2ccccc21	9%	-5%	-1%	14%	/	2%	5%	4%	-3	0%	?
COc1ccccc1N1CCN(C(=O)c2sc3nc(C)nc(N4CCN(c5ccccn5)CC4)c3c2C)CC1	?	?	1%	33%	8%	6%	28µM*	-4%	-22	-6%	?
O=Cc1c(OCc2ccccc2)ccc2ccccc12	?	23%	3%	14%	16%	12µM*	-1%	?	4	-9%	?
CCCNC(=O)C(Cc1ccc(OC)cc1)NC(=O)c1ccc(Cl)cc1 (stereo not given)	-2%	/	/	/	/	0%	-10%	0%	-10	/	27%
CCOc1cc(-c2noc(N)c2C#N)cc(OCC)c1OCC	6%	16%	-1%	11µM*	3%	6%	-3%	-1%	-3	?	-6%
CCCc1cc(=O)oc2cc(C)cc(OCC(=O)NCCN3CCOCC3)c12	-3%	-10%	1%[0.46 µM]	-4%	-3%	-2%	-5%	3%	15	2%	4%
O=[N+]([O-])c1ccccc1N/N=C/c1ccccc1	?	?	-2%[11.5 µM]	?	-1%	?	-3%	4µM*	-83*	7%	?
Cc1ccccc1NC(=O)CCCCCN1C(=O)[C@@H]2Cc3ccccc3CN2C1=O	8%	/	/	12%	0%	2%	1%	-2%	-25	-2%	?
CCCCN(C)C(=S)Nc1ccc(Oc2ccccc2)cc1	-1%	13%	13%	11µM*	8%	-21%	18%	-5%	3	?	7%
O=C(Nc1ccc(Cl)cc1)Nc1nnc(CSCc2ccccc2)s1	-7%	-29%	-2%	5%	?	-2%	-4%	-7%	-4	-1%	?
CC1CCCC(C)N1C(=O)COC(=O)c1cc(S(=O)(=O)N2CCOCC2)ccc1Cl (stereo not given)	-2%	/	/	/	/	-14%	-6%	0%	9	/	0%
COc1ccc2c3c(c(=O)oc2c1OCC(N)=O)CCCC3	-6%	3%	8%	11%	4%	4%	4%	-2%	3	-4%	11%
COc1ccc(Nc2nc(-c3ccccc3O)nc3ccccc23)cc1	-3%[1.84 µM]	?	/	28%	10%	-19%	-29%	-1%	-5	-5%	?
COc1ccc(NC(=O)CNC(=O)c2nn(-c3ccc(OC)c(Cl)c3)c(=O)c3ccccc23)c(OC)c1	10%	/	/	1%	0%	2%	4%	0%	-22	3%	5.8µM*
CCn1cc(C(=O)NCc2ccco2)c(=O)c2cc(S(=O)(=O)N3CCCC3)ccc21	-3%	-8%	-1%	18%	-21%	-5%	23%	-7%	-12	-6%	-29%
CC1(C)SC(=S)N(/N=C/c2ccc(O)cc2)C1N(O)C(=O)Nc1ccc([N+](=O)[O-])cc1 (stereo not given)	-3%	?	-1%	4%	?	-1%	1%	-2%	-3	3%	6%

Later entries
Under each structure – Rab9 prom act	Menin MLL FP TR	PKM2 act	RORgamma inh	MBNL1-CUG inh	FLuc counter	Mito fusion yeast	NPC1 prom act	KCNH2 3.1 inh	VP16 counter	ELG1 DNA repair
O=C(Nc1cccnc1)c1ccc(Cl)c(S(=O)(=O)N2CCCCC2)c1
    -3%	?	-18%	?	-1%	2%	-2%	0%	3	-8%	?
COc1ccc(CCN=C(N)NS(=O)(=O)c2cccs2)cc1OC
    -7%	-13%	-4%	4%	-7%	-1%	2%	-3%	-3	-3%	-2%
CCc1nc(SCC(=O)N2CCCC2)c2c(=O)n(C)c(=O)n(C)c2n1
    2%	/	2%	13%	-6%	5%	-1%	-10%	-5	4%	10%
O=C(c1cccs1)N1CCC(c2nc3c(nnn3Cc3cccc(Cl)c3)c(=O)[nH]2)CC1
    1%	-4%	8%	?	-3%	-2%	6%	2%	-24	2%	?
CC1=CC(=C(C#N)c2nc3ccccc3s2)C=C(C)N1c1ccc(F)cc1
    30%	3%	1%	?	39%[activator]	3.4µM*	9%	24%	-10	-5%	?
Cc1cc(C)cc(NC(=O)COC(=O)c2cc(C)oc2C)c1
    0%	-17%	-1%	-10%	-6%	-1%	3%	-4%	6	-3%	1%
CCN(Cc1ccccc1)CC(O)COc1ccccc1 (stereo not given)
    -1%	-13%	-2%	9%	1%	4%	-1%	-1%	-15	19%	-3%
CCCc1[nH]n(-c2ccc([N+](=O)[O-])cc2)c(=O)c1C=NCCCn1ccnc1
    -1%	?	-1%	-18%	?	-1%	-1%	1%	14	-4%	-6%
COc1ccc(CC(=O)NC2CCS(=O)(=O)C2)cc1 (stereo not given)
    1%	/	/	/	/	6%	-4%	-3%	13	/	19%
COc1ccc(N(CC(=O)N2CCN(c3ccccc3F)CC2)S(=O)(=O)c2ccc(C)cc2)cc1
    1%	9%	0%	12%	-4%	1%	1%	-1%	-7	-2%	-19%
O=C(O)c1ccc(NC2=C(n3nnc4ccccc43)C(=O)c3ccccc3C2=O)cc1
    -46%[inhibitor]	/	-5%	-21%	?	-4%	-3%	-33%[inhibitor]	-3	-4%	?
COc1cc(C(=O)NCCC(=O)NCc2c(F)cc(F)cc2F)cc(OC)c1OC
    -8%	/	/	-10%	-2%	0%	13%	2%	5	2%	9%
Cc1no[n+]([O-])c1COc1ccc(/C=C2\NC(=S)NC2=O)cc1
    -4%	?	-1%	6%	?	-8%	-2%	0%	-11	9%	?

6 consecutive records already listed, for reference:
Under each structure – Rab9 prom act	Menin MLL FP TR	PKM2 act	RORgamma inh	MBNL1-CUG inh	FLuc counter	Mito fusion yeast	NPC1 prom act	KCNH2 3.1 inh	VP16 counter	ELG1 DNA repair
CCCc1[nH]n(-c2ccc([N+](=O)[O-])cc2)c(=O)c1C=NCCCn1ccnc1
    -1%	?	-1%	-18%	?	-1%	-1%	1%	14	-4%	-6%
COc1ccc(CC(=O)NC2CCS(=O)(=O)C2)cc1 (stereo not given)
    1%	/	/	/	/	6%	-4%	-3%	13	/	19%
COc1ccc(N(CC(=O)N2CCN(c3ccccc3F)CC2)S(=O)(=O)c2ccc(C)cc2)cc1
    1%	9%	0%	12%	-4%	1%	1%	-1%	-7	-2%	-19%
O=C(O)c1ccc(NC2=C(n3nnc4ccccc43)C(=O)c3ccccc3C2=O)cc1
    -46%[inhibitor]	/	-5%	-21%	?	-4%	-3%	-33%[inhibitor]	-3	-4%	?
COc1cc(C(=O)NCCC(=O)NCc2c(F)cc(F)cc2F)cc(OC)c1OC
    -8%	/	/	-10%	-2%	0%	13%	2%	5	2%	9%
Cc1no[n+]([O-])c1COc1ccc(/C=C2\NC(=S)NC2=O)cc1
    -4%	?	-1%	6%	?	-8%	-2%	0%	-11	9%	?

Not all compounds are listed. The share of hits here may be higher or lower than overall.
